High-throughput results: PubChem BioAssay, Southern Research Specialized Biocontainment Screening Center
influenza NS1A = H1N1 influenza NS1A inhibitors, functional cell based assay (AID 504329); inhibition, % at 12.5 µM; hits with a dose series show IC50 in µM; NS1A functional cell-based assay, percent inhibition; higher % means a stronger effect; hit rate 0.3% among 340,000; in the data active = a potency from the dose series; inconclusive = inhibition above about 27% without an active follow-up result; also: strong numbers were not always called active
M. tuberculosis HTS = M. tuberculosis growth inhibition, HTS (AID 449762). M. tuberculosis H37Rv growth inhibition, 7H9 media; higher % means a stronger effect. inhibition, % at 25 µM, or IC50 in µM where a hit was titrated. hit rate 0.59% among 330,000; in the data active = a potency from the dose series; inconclusive = inhibition above about 70% without an active follow-up result;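 also: bacterial growth assessed after seven days of incubation; strong numbers were not always called active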
PhoP GFP inhibition = PhoP regulon inhibitors, Salmonella typhi PhoP promoter GFP reporter, confirmatory (AID 1850). Salmonella Typhi PhoP-promoter GFP reporter, fluorescence, 4 h; higher % means a stronger effect. inhibition, % at 50 µM, or IC50 in µM where a hit was titrated. hit rate 0.33% among 310,000; in the data active = a potency from the dose series; inconclusive = inhibition mostly from about 25% at the one dose, without a potency; inactive = the rest, 99 in 100 with inhibition below about 19%;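 also: 0% = induced wells with vehicle and 100% = uninduced wells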
inhibitors of VEEV = inhibitors of VEEV TC-83 cytopathic effect, confirmation, Vero cells (AID 588727). Vero cells, VEEV TC-83 cytopathic effect inhibition; higher % means a stronger effect. inhibition, % at 20 µM; hits with a dose series show IC50 in µM. hit rate 0.13% among 350,000; in the data active = a potency from the dose series; inconclusive = inhibition mostly from about 14% at the one dose, without a potency; inactive = the rest, 99 in 100 with inhibition below about 12%; also: strong numbers were not always called active
tuberculosis growth = growth inhibition of non-replicating M. tuberculosis (AID 488890). hit rate 0.39% among 320,000. Mycobacterium tuberculosis non-replicating, growth inhibition; higher % means a stronger effect. inhibition, % at 25 µM; hits with a dose series show IC50 in µM; in the data active = a potency from the dose series; inconclusive = inhibition mostly from about 82% at the one dose, without a potency; inactive = the rest, 99 in 100 with inhibition below about 76%;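 also: plate controls were DMSO cells for no effect and high antibiotic wells for full effect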
inhibitors of VEEV 10K pilot screen = recorded beside inhibitors of VEEV, whose call it bears; inhibition, %; measured here: 10K pilot screen inhibition
Active calls of the source: *; i = inactive; ? = inconclusive; . = not tested or not shown. Outcome played no part in choosing rows (roughly 1.4% active in at least one column).

SMILES | influenza NS1A | M. tuberculosis HTS | PhoP GFP inhibition | inhibitors of VEEV | tuberculosis growth | others
Cc1cc(C)nc(N2CCCC(C(=O)NCC(c3ccccc3)c3ccccc3)C2)n1 (configuration not stated) | -7% | -10% | -6% | 2.9% | -14%
Cc1nc(N2CCCCC2)c2ccsc2n1 | -2% | 50% | -14% | i | 18%
Cc1cc(Br)c(NC(=O)Cn2c([N+](=O)[O-])cnc2C)cc1C | -3% | 5% | 3% | 0.4% | 4%
O=C(COC(=O)CSc1ccc([N+](=O)[O-])cc1)NCCCc1ccccc1 | -3% | 1% | 2% | 2.0% | 47%
COc1ccc(C2C(C(=O)c3ccccc3)N3c4ccccc4C=CC3C2[N+](=O)[O-])cc1 (configuration not stated) | -12% | . | . | 0.6% | .
Cc1ccc(S(=O)(=O)N2CCN(C(=O)COC(=O)c3cc([N+](=O)[O-])ccc3NCCO)CC2)c(C)c1 | 4% | -5% | . | 5.4% | 42%
CCCC(=O)Nc1cc2c(cc1C(C)=O)OCCO2 | -3% | -4% | -1% | 1.9% | 0%
CC1CCC(CC(=O)O)(C(=O)O)CC1 (configuration not stated) | -1% | . | . | 1.1% | .
Cc1ccsc1C(=O)C1CCCN(Cc2ccccc2O)C1 (configuration not stated) | -5% | 1% | -13% | 0.9% | 38%
C(=N\c1nccs1)/Nc1nccs1 | 1% | -4% | 3% | 1.4% | 4%
Cc1cc(C(=O)N[C@H](c2ccccc2)[C@@]2(C)C[C@@H]2[C@@H](C)C(=O)Nc2ccc3ccccc3c2)no1 | -20% | 23% | -8% | 0.1% | 34%
O=C(CC1OCC2CCCN2C1=O)Nc1ccc([N+](=O)[O-])cc1 (configuration not stated) | 2% | 2% | 7% | 1.5% | 16%

Continued; the last five above are carried over.
SMILES | influenza NS1A | M. tuberculosis HTS | PhoP GFP inhibition | inhibitors of VEEV | tuberculosis growth | others
CC1CCC(CC(=O)O)(C(=O)O)CC1 (configuration not stated) | -1% | . | . | 1.1% | .
Cc1ccsc1C(=O)C1CCCN(Cc2ccccc2O)C1 (configuration not stated) | -5% | 1% | -13% | 0.9% | 38%
C(=N\c1nccs1)/Nc1nccs1 | 1% | -4% | 3% | 1.4% | 4%
Cc1cc(C(=O)N[C@H](c2ccccc2)[C@@]2(C)C[C@@H]2[C@@H](C)C(=O)Nc2ccc3ccccc3c2)no1 | -20% | 23% | -8% | 0.1% | 34%
O=C(CC1OCC2CCCN2C1=O)Nc1ccc([N+](=O)[O-])cc1 (configuration not stated) | 2% | 2% | 7% | 1.5% | 16%
COc1cc(CNC(=O)C2CCCC2)cc(OC)c1OC | 4% | 2% | 0% | 0.1% | -8%
CCOc1ccc(NC(=O)CCC(=O)c2ccc(Br)cc2)cc1 | -7% | ? | -5% | 0.5% | 23%
Cc1ccc(C(=O)NC2CCCN(c3ccc(C(F)(F)F)cn3)C2)cn1 (configuration not stated) | -10% | 2% | -9% | 4.2% | -3%
Nc1nc(Nc2ccccc2)nc2ccccc12 | 15% | 6% | 34µM* | 6.7% | 12%
COc1ccc2c(C=O)cn(C)c2c1 | -6% | 44% | 0% | 0.9% | 17%
COc1ccc(N2CC(C(=O)NC3=NCCS3)CC2=O)cc1 (configuration not stated) | 0% | 1% | 6% | 0.6% | -6%
CC(=NNC(=O)c1ccncc1)c1ccc(Cl)c(Cl)c1 | -14% | . | . | 0.6% | .
COc1cc(CCCN2C(=O)C(=O)NC[C@@H]2c2ccccc2)cc(OC)c1OC | -7% | -2% | -14% | 0.2% | -4%
CCOc1ccc2nc3sc(C(=O)N4CCN(C)CC4)c(N)c3cc2c1 | 12% | -4% | 2% | 8.6% | -10%
CCN(C(=O)Cn1c(=O)oc2ccccc21)c1cccc(C(F)(F)F)c1 | -2% | 1% | 11% | 5.9% | 21%
CCOc1ccc(N(C(=O)CNC(=O)c2ccco2)C(C(=O)NC2CCCC2)c2cccnc2)cc1 (configuration not stated) | -3% | -5% | 7% | 2.3% | -3%
C/C(=N/NS(C)(=O)=O)c1ccc2ccccc2c1 | 0% | 4% | 6% | 4.2% | 35%
NC1=NC[C@@H](Cc2ccc(O)cc2)N1CCC12CC3CC(CC(C3)C1)C2 | 6% | -2% | -5% | 0.1% | 42%
CCc1sc(C(=O)Nc2cc(S(=O)(=O)N3CCOCC3)ccc2OC)cc1C | 5% | 0% | . | 8.9% | 22%
COc1ccc(OCCNC(=O)c2ccc(C)cc2)cc1 | -22% | 14% | -1% | i | 47%
CCN(CC(=O)Nc1cc(Cl)ccc1C)C(=O)Cc1ccsc1 | -11% | -10% | . | 6.6% | 9%
Cc1cc(=O)n(CCCc2ccccc2)[nH]1 | 4% | -8% | 8% | 0.4% | 13%
COc1cc(/C=C(\C#N)C(=O)Nc2cccc(C(=O)O)c2)ccc1OCc1ccc(Cl)cc1 | 3% | ? | 5% | i | 16%
O=C(NC1CC1)c1c(O)c2ccccc2[nH]c1=O | -6% | 8% | 5% | 0.4% | 5%
C=CCc1ccc(OC(=O)NC2CCCCC2)c(OC)c1 | -7% | 11% | -4% | 2.1% | 32%
CCNS(=O)(=O)c1ccc(NC(=O)Cn2cc([N+](=O)[O-])cn2)cc1 | -10% | -6% | 11% | i | -3%
CCC(C(=O)NC1CCN(C)CC1)c1ccccc1 (configuration not stated) | -8% | 1% | 0% | 1.4% | -1%
Cn1c(=O)c2c(nc(Oc3ccc4c(c3)OCO4)n2Cc2ccc(Cl)cc2)n(C)c1=O | 5% | 7% | 6% | 6.3% | -5%
C=CCN1C(=O)/C(=C\c2ccc(Cl)cc2)N=C1SCC(=O)NC1CCCCC1 | -18% | -4% | -4% | 0.5% | 3%
Cc1ccc(C(=O)Nc2scc(-c3ccccc3)c2C(=O)O)o1 | -3% | 14% | 6% | 1.2% | 48%
CC(=O)Nc1nonc1NC(=O)c1ccc(C(C)(C)C)cc1 | -3% | 5% | 3% | 3.3% | 9%
CCOC(=O)c1sc(/N=C/C2=C(O)CC(C)(C)CC2=O)c(C(=O)OCC)c1C | 2% | -2% | 1% | 0.5% | 14%
COCCNc1nc(N)c([N+](=O)[O-])c(NC2CCCCC2)n1 | 2% | 3% | 3% | 4.1% | -6%
O=C(NCCCN1CCOCC1)c1ccc(Cl)c(S(=O)(=O)N2CCCCCC2)c1 | 3% | -14% | -2% | 1.6% | 4%
Cc1ccc(OCC(=O)N(Cc2ccc(N(C)C)cc2)C2CCS(=O)(=O)C2)cc1C (configuration not stated) | 2% | -8% | -2% | 0.3% | 2%
Cc1ccc(-c2nc(CS(=O)CC(=O)N3CCN(c4ncccn4)CC3)c(C)o2)cc1 (configuration not stated) | -17% | -6% | -4% | 2.3% | 28%
CC(C)(C)S(=O)(=O)N1Cc2cc(CO)cc(CCO)c2[C@H]1CCO | -21% | . | . | i | .
O=C(CSc1ccc(-c2nc3ccccc3[nH]2)cn1)Nc1ccc(S(=O)(=O)N2CCCC2)cc1 | -5% | -5% | -7% | 1.2% | 31%
CCOC(=O)c1c(CSC(=N)N)n(-c2ccc(Br)cc2)c2cc(Br)c(OC(C)=O)cc12 | 8% | . | . | 1.2% | .
O=C(NCc1ccco1)c1ccccc1 | -2% | 1% | -1% | 0.5% | 45%
COc1ccccc1N1CCN(C(=O)CCc2nnc3ccc(N4CCCC4)nn23)CC1 | 4% | 6% | 1% | 8.9% | 14%
CCC1CCCCN1CCCNC(=O)CCNC(=O)Cn1cnc2ccccc2c1=O (configuration not stated) | 6% | 1% | 14% | 3.9% | -15%
O=C(c1ccc2snnc2c1)N1CCN(c2ccccn2)CC1 | -19% | -6% | 6% | 7.8% | 7%
CCOC(=O)c1c(Nc2ccccc2N)cc(C)nc1C | 2% | -6% | 4% | 0.9% | 7%
CCN(CC)C(=O)CN1C(=O)C2CC=C(Cl)CC2C1=O (configuration not stated) | 1% | 6% | -23% | i | -4% | inhibitors of VEEV 10K pilot screen=1.3
CCS(=O)(=O)N1CCC(C(=O)Oc2ccccc2)CC1 | -1% | 5% | 8% | 0.5% | 13%
O=C(NCc1ccccc1)[C@H]1C[C@@H]1[C@H](NP(=O)(c1ccccc1)c1ccccc1)c1ccccc1 | -1% | 1% | 10% | 6.5% | -2%
CC(C)(C)c1ccc(C(=O)NC(=S)NCC2CCCO2)cc1 (configuration not stated) | -7% | 8% | -6% | 1.7% | ?
O=c1oc2ccccc2c(NC2CCCCC2)c1NS(=O)(=O)c1ccc(F)c(Cl)c1 | -1% | 0% | 10% | 2.6% | -5%
Nc1c(-c2ccc(F)cc2)cnc2ncnn12 | -4% | 13% | -25% | 0.7% | 15%
COc1ccc(CC2(c3ccccc3)NC(=O)NC2=O)cc1 (configuration not stated) | -1% | . | . | i | .
CCc1cc(=O)oc2cc(OCC(=O)NC3CC(C)(C)NC(C)(C)C3)ccc12 | -1% | 3% | 10% | i | -1%
CCOC(=O)c1cc(NC(=O)c2cc(C)on2)cc(C(=O)OCC)c1 | 0% | 2% | -9% | 5.8% | 11%
Oc1ccc2ccccc2c1/C=C/c1ccc2c(Br)cc(Br)c(O)c2n1 | 0% | . | . | 2.0% | .
CCCCNC(=O)CCCCC(=O)N/N=C/c1ccccc1Cl | -4% | 3% | -5% | 1.9% | 0%
C/C(=N\NC(=O)c1ccc(O)cc1O)c1cccnc1 | -6% | -3% | -10% | 0.6% | -19%
CC(C)C(=O)N1CCN(c2nc(-c3ccccc3)c3c(c2C#N)CC(C)(C)OC3)CC1 | -4% | 9% | 8% | 7.7% | 12%
CCOc1ccc(C(=O)NCC(=O)NCCOc2ccc(C)cc2)cc1 | -1% | 6% | 10% | 1.5% | 14%
NNc1nc2ccc(Cl)cc2s1 | 0% | 42µM* | -8% | 1.8% | 17%
Cc1ccc2nc(C)cc(C(=O)OCC(=O)Nc3cccnc3Cl)c2c1 | 3% | -4% | 14% | 0.9% | 5%
CCOC(=O)C1(CCOc2ccccc2)CCN(Cc2ccc(OC)c(O)c2)CC1 | 17% | 8% | 3% | i | 4%
CC(=O)Nc1c2c(nn1-c1ccccc1)CS(=O)C2 (configuration not stated) | 4% | 6% | -1% | 0.3% | 10%
Cc1ccc(C2NC(=O)c3c(sc4c3CCN(C)C4)N2)s1 (configuration not stated) | 4% | 3% | 2% | i | 30%
COc1ccc(CN2CCN(Cc3ccccc3C(F)(F)F)CC2)c(OC)c1 | 1% | 6% | 0% | 1.8% | 8%
COc1cc(/C=C2\CCCc3c2nc2ccccc2c3C(=O)O)cc(Br)c1O | 6% | 8% | 10% | 1.3% | -4%
New compounds follow.
SMILES | influenza NS1A | M. tuberculosis HTS | PhoP GFP inhibition | inhibitors of VEEV | tuberculosis growth | others
CN(C)CCNC(C(=O)Nc1cc(Cl)cc(Cl)c1)c1ccccc1 (configuration not stated) | -5% | -2% | 7% | i | -5%
CC(=O)c1ccc(NC(=O)CSc2nc(N)c3cc4c(nc3n2)CCCC4)cc1 | -3% | 8% | -7% | 1.1% | -3%
O=C(O)c1cc(-c2ccc(/C=N/Nc3ccc([N+](=O)[O-])cn3)o2)ccc1Cl | -7% | . | . | 3.0% | .
CC1(C)CC2CC(C)(CN2C(=O)COC(=O)c2ccc(Cl)cc2N)C1 (configuration not stated) | 4% | -1% | -1% | 2.8% | 9%
CN=C1CC(C)(C)CC(=O)/C1=C(/O)CCCN1C(=O)c2ccccc2C1=O | -2% | 6% | 7% | 2.7% | 2%
CCOC(=O)c1ccc[n+](CC(=O)c2ccc(OC)cc2)c1 | 12% | -7% | 0% | i | -19%
C=CCn1c(SCC(=O)c2ccc(Cl)s2)nc2ccccc2c1=O | -3% | -6% | -6% | i | 2%
CC(C)=NOC(=O)c1ccc(-c2ccccc2)cc1 | -2% | 2% | -6% | 0.2% | 48%
Cc1cc(C)n(-c2nc3ccccc3c(=O)n2OC2CCCCC2)n1 | 1% | -4% | -1% | 0.2% | 7%
O=C(CSc1n[nH]c(=O)n1-c1cccnc1)Nc1ccccc1 | 7% | -13% | -5% | 0.3% | -26%
CC(C)(C)OC(=O)N1CCC(c2c(C(=O)N3CCN(C(=O)c4ccco4)CC3)cnn2-c2ccc(F)cc2F)CC1 | 1% | 7% | 2% | 0.8% | 6%
NS(=O)(=O)c1ccc(NC(=S)NC(=O)c2ccco2)cc1 | 23% | 7% | 1% | 0.4% | 23%
CC(Oc1ccccc1)C(=O)NC1=NCCS1 (configuration not stated) | 10% | -11% | 2% | 4.1% | -5%
